Epigenetic reg: Quantitative High-Throughput Screen for Regulators of Epigenetic Control | murine LDR cells, GFP reporter derepression, 30 h | Potency, µM (titrated, usually from 53.9 µM), inactives show at the highest dose GFP activation, most hits filed as activators | hit rate 0.2% among 280,000 | AID 1865, 2009; further: potency means the concentration at half of the fitted maximal effect; % of control where 0% means no effect; nearly all actives have a fitted effect of over 60% in size
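Murine LDR cells carrying a silenced, genomically integrated CMV-driven GFP reporter were exposed to compound for 30 hours at 37 C. After PBS washes, GFP-positive cells (20–120 um objects) were counted by laser-scanning microplate cytometry.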
CBFb-RUNX1 inh: qHTS Assay for Compounds Blocking the Interaction Between CBF-beta and RUNX1 for the Treatment of Acute Myeloid Leukemia. Potency, µM (titrated, usually from 59.8 µM), inactives show at the highest dose activity, negative = inhibition, usual class: inhibitors. Runt-related transcription factor 1 (Homo sapiens) + Core-binding factor subunit beta …. AID 1477, 2009. AlphaScreen CBFb-His/RUNX1-biotin binding, biochemical. 230,000 tested, under 10 active; further: % of control where 0% means no effect
Target sequence (Q01196 whole entry, looked up): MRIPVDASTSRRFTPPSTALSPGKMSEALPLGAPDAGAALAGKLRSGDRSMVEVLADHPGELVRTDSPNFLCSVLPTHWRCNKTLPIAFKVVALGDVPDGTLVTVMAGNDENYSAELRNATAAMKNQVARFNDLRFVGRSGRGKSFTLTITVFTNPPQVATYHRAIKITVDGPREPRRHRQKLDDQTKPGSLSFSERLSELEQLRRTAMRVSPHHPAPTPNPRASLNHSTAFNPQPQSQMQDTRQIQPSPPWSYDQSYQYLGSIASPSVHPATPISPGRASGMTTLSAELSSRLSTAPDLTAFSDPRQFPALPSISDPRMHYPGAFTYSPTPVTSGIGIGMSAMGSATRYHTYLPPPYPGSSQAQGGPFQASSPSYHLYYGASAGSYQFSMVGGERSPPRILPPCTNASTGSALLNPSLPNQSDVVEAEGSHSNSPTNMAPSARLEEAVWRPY
Target sequence (Q13951 whole entry, looked up): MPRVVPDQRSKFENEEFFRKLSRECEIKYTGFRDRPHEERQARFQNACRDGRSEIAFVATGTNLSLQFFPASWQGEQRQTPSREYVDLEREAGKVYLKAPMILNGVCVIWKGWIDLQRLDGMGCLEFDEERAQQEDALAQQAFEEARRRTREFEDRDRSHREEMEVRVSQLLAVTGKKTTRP
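Interaction loss through any mechanism counts as activity. Pre-formed complex of His-CBF-beta and biotin-RUNX1 (30 nM apiece) is incubated with compound 15 min, then with 50 ng nickel and 50 ng streptavidin beads for 90 min before AlphaScreen detection.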
TexasRed fluor: Total Fluorescence Counterscreen for Inhibitors of the Interaction of Thyroid Hormone Receptor and Steroid Receptor Coregulator 2. TRb/SRC2 Texas Red total fluorescence interference. Potency, µM (top dose mostly 106 µM), for the others: top-dose fluorescence change, negative = quenching. hit rate 0.29% among 280,000; active means well fitted curve in either direction with a large enough effect; inconclusive means small, poorly fitted or top-dose-only effect; further: potency means the concentration at half of the fitted maximal effect; on the % scale 0 is the no-effect control and ±100 the full control effect
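Flags fluorescent or light-absorbing compounds by total fluorescence, S + 2P, at 555 nm excitation and 632 nm emission. Mixture: 20 nM Texas Red SRC2 peptide, 0.6 uM human TRb LBD, 1 uM T3, 5% DMSO; compound exposure 5 h at ambient temperature.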
NPSR antag: qHTS Assay for Antagonists of the Neuropeptide S Receptor: cAMP Signal Transduction | hit rate 1% among 220,000 | AID 1461, 2008 | Potency, µM (highest dose often 38.3 µM), for inactives: top-dose activity change, negative = inhibition, hits mostly inhibitors | Q6W5P4 | CHO-NPSR cells, cAMP TR-FRET, antagonist mode; further: potency means the concentration at half of the fitted maximal effect; on the % scale 0 is the no-effect control and ±100 the full control effect; nearly all actives have a fitted effect of over 50% in size; many of its hits are not listed in these tables
aGal spleen mod: qHTS Assay for Inhibitors and Activators of Human alpha-Galactosidase From Spleen Homogenate; human spleen homogenate, 4MU-alpha-Gal fluorescence, 40 min; Potency, µM (top dose mostly 80 µM), without a hit: at the top dose activity change, negative = inhibition, actives largely listed as inhibitors; hit rate 0.008% among 240,000; Alpha-galactosidase A (Homo sapiens), P06280;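 further: potency means the concentration at half of the fitted maximal effect; 0% = enzyme with vehicle and -100% = no enzyme basal signal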
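Fluorogenic readout (Ex 365/Em 440 nm) of 4-methylumbelliferone released from 1 mM 4-MU-alpha-galactoside by spleen homogenate, 40 min at 37C, pH 5.0. Data normalized to no-enzyme and enzyme controls; Hill-equation AC50 from compound titrations.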
TRb SRC2 PPI: qHTS for Inhibitors of the Interaction of Thyroid Hormone Receptor and Steroid Receptor Coregulator 2. Potency, µM (series often up to 106 µM), for the others: top-dose activity change, negative = inhibition, actives largely listed as inhibitors. hit rate 0.065% among 280,000. TRbeta-SRC2 peptide binding, fluorescence polarization; receptor liganded with 1 µM T3;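 further: potency means the concentration at half of the fitted maximal effect; plate controls were bound peptide for no effect and peptide without receptor for full effect; nearly all actives have a fitted effect of over 50% in size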
Target sequence (P10828 whole entry, looked up): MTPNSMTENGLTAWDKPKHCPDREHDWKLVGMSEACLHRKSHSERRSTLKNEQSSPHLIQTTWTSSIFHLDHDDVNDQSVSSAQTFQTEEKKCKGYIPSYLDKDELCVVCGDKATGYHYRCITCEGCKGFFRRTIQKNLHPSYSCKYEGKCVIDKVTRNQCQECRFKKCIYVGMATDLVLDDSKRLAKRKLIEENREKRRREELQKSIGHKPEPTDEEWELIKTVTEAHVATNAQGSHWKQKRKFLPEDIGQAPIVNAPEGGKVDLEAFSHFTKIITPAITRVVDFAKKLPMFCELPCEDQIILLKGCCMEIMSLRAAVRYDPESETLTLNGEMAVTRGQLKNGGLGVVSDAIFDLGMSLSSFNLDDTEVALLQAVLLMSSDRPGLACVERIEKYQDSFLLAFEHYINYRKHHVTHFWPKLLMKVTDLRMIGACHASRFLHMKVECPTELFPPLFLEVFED
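Read-out is fluorescence polarization (555 nm excitation, 632 nm emission) of a Texas Red SRC2 coactivator peptide; loss of signal reflects blocked binding to human TRb ligand-binding domain in the presence of 1 uM T3.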
Tau fluor cs: Counterscreen qHTS for Inhibitors of Tau Fibril Formation, Fluorescence Polarization; hit rate 0.93% among 280,000; tau K18 P301L (four-repeat tau fragment) Alexa594 fluorescence, heparin fibrillization; Potency, µM (top dose mostly 57.7 µM), for the others: top-dose activity change, negative = decrease; further: potency means the concentration at half of the fitted maximal effect; on the % scale 0 is the no-effect control and ±100 the full control effect; nearly all actives have a fitted effect of over 55% in size
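Human K18 P301L tau (15 uM unlabeled plus 0.24 uM Alexa 594-labeled, final) in 100 mM sodium acetate pH 7 was mixed with compound and 20 uM heparin and incubated 6 hr at 37 C.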
Tau FP inhib: qHTS for Inhibitors of Tau Fibril Formation, Fluorescence Polarization; AID 1468, 2008; hit rate 0.39% among 280,000; K18 P301L tau heparin fibrillization, Alexa594 FP, 6 h; Potency, µM (doses to about 57.7 µM), without a hit: at the highest dose activity, negative = inhibition, most hits filed as inhibitors; further: potency means the concentration at half of the fitted maximal effect; on the % scale 0 is the no-effect control and ±100 the full control effect; nearly all actives have a fitted effect of over 55% in size
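FP of Alexa 594-tau after heparin (20 uM) induction. Substrate: human K18 P301L, 15 uM unlabeled, 0.24 uM labeled. Buffer 100 mM sodium acetate pH 7. 6 hr, 37 C.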
* marks the source's active call; other numbers are inactive results; ? = inconclusive; · = not tested or not shown; & = joins results of further samples; [ ] = remark or other dose. Unless noted, the call rests on the fitted dose curve; in most records, active means well fitted curve in the direction sought with a large enough effect; inconclusive means small, poorly fitted or top-dose-only effect, or another doubt; inactive means no such curve, though single readings can be large; an effect the other way counts as inactive or inconclusive. This is a subset; count on the stated rates, not on these rows.

Each structure is followed by: aGal spleen mod	CBFb-RUNX1 inh	Tau fluor cs	NPSR antag	TexasRed fluor	TRb SRC2 PPI	Epigenetic reg	Tau FP inhib
CCCc1nn(C)c(C(=O)Nc2ccc3ccccc3c2)c1Cl
    -5%	22%	-10%	-4%	-3%	1%	-1.1%	7%
COc1cc(/C=N/N=C/c2c[nH]c(=O)c(C#N)c2Nc2ccccc2)ccc1O
    -6%	12%	-12%	7%	0%	-6%	0.0%	-9%
CCCSc1oc(-c2cccs2)nc1S(=O)(=O)c1ccc(C)cc1
    ·	·	?	·	-1%	-9%	9.1%	-10%
C=CCn1c(SCC(=O)NCc2ccccc2)nnc1C1CCCCC1
    -2%	4%	1%	-10%[46.1 µM]	-2%	-7%	-2.0%	-6%
O=C1CCS/C(=N\N=C\c2ccc(Cl)cc2Cl)N1
    -1%	6%	-14%	-6%	-5%	6%	1.0%	3%
CCOC(=O)c1cnn2c(C(F)(F)F)cc(-c3ccc(Br)cc3)nc12
    ·	·	-15%	·	0%	0%	-0.2%	-3%
Cc1ccc(-c2nnc(N)s2)cc1
    4%	-2%	-15%	10%	-5%	-6%	0.0%	-8%
O=C(CCCSc1nc2sc3c(c2c(=O)[nH]1)CCC3)NCCCO
    9%	6%	-1%	-7%[46.1 µM]	-7%	-4%	-3.2%	6%
CC(=Nc1ccc(C)cc1)c1sc2ccccc2c1O
    -1%	?	?	-10%[46.1 µM]	0%	-8%	3.6%	11%
CC(=O)N1CCc2cc(CNC(=O)Nc3cc(Cl)ccc3C)ccc21
    ·	·	-12%	·	-2%	9%	0.6%	?
CSc1ccc(Cl)c(C(=O)NCCOc2cc(C(C)C)ccc2C)c1
    -1%	21%	-23%	-17%[46.1 µM]	1%	4%	5.6%	-9%
COc1cccc(C2C(=O)N(C3CCCCC3)CC(=O)N2Cc2ccc(Cl)cc2)c1 (stereo unspecified)
    ·	·	0%	·	0%	1%	7.3%	6%
Cc1c(Cl)cccc1NC(=O)c1ccc(-n2ccnc2)nc1
    7%	2%	-2%	-2%[46.1 µM]	2%	10%	4.7%	0%
C=CCC(=O)N1CCCC(CNC(=O)c2ccc(-c3ccccc3)cc2)C1 (stereo unspecified)
    9%	4%	-1%	8%	-7%	-2%	0.0%	10%
CCN(CC)S(=O)(=O)c1ccc2[nH]c(=O)[nH]c2c1
    4%	1%	1%	5%[46.1 µM]	-3%	-14%	-4.8%	-2%
Cc1cccc(COCCN2CCN(S(=O)(=O)c3ccccc3)CCC2=O)c1
    3%	-2%	-6%	-5%	1%	8%	1.1%	2%
O=[N+]([O-])c1ccccc1-n1cnc2ccccc21
    1%	3%	-7%	-6%	-1%	2%	6.8%	3%
O=C(CN1C(=O)c2cccc3cccc1c23)NCC1CCCO1 (stereo unspecified)
    -9%	5%	-3%	-2%[46.1 µM]	1%	-5%	-4.3%	-1%
O=C(CN1CCC(n2nnc3cc(C(F)(F)F)ccc32)CC1)N1CCc2ccccc21
    10%	-4%	-2%	-3%[46.1 µM]	-1%	-7%	-1.6%	2%
CCCCc1c(C)c2ccc(OCC(C)=O)cc2oc1=O
    12%	7%	-13%	-9%[46.1 µM]	-2%	1%	0.9%	-7%
COC(=O)C1=C(C)N(c2cccc(OC)c2)C(=O)/C1=C\c1ccco1
    8%	-20%	-20%	-12%	-1%[53 µM]	3%[53 µM]	-1.3%	-11%
Cc1cc(C)c2c(N)c(C(=O)c3cccc(Cl)c3)sc2n1
    -4%	12%	-17%	2%	-3%	-19%	-1.0%	-7%
CCN(CCO)C(=O)C(c1ccccc1)c1ccccc1
    5%	1%	-7%	4%[46.1 µM]	1%	3%	1.0%	3%
CC(CN1CCOCC1)OC(=O)c1ccc2c(c1)OCCO2 (stereo unspecified)
    -15%	-3%	8%	8%[46.1 µM]	-8%	-9%	0.2%	-5%
COc1ccc(NC(=O)CSC2=Nc3ccccc3C3=NC(CC(=O)NCc4ccc5c(c4)OCO5)C(=O)N23)cc1 (stereo unspecified)
    ·	·	-4%	·	-2%	-1%	1.3%	13%
C[C@H](CO)NC(=O)[C@H](C)[C@H]1C[C@]1(C)[C@H](NC(=O)OCc1ccccc1)c1ccccc1
    1%&1%	-1%[2.36 µM]	-4%&-16%	5%	-1%&4%	5%&15%	1.4%&0.7%	3%&1%
Cc1ccc(C)c(N2CCN(C(=O)C3CCCN(S(=O)(=O)c4ccc5c(c4)oc(=O)n5C)C3)CC2)c1 (stereo unspecified)
    ·	·	-11%	·	-1%	-2%	-1.1%	-1%
O=C(CCCc1ccccc1)Nc1ccc(S(=O)(=O)N2CCOCC2)cc1
    20%	26%	-19%	-22%	-1%	-1%	-2.3%	-3%
C#CCNC(=O)C1=C[C@H](c2ccc(Br)cc2)C[C@H](OCc2ccc(CO)cc2)O1
    -5%	-4%	-8%	24%	0%	-3%	3.0%	-5%
CCc1ccc(S(=O)(=O)/N=C2/C=C(Sc3ncn[nH]3)C(=O)c3ccccc32)cc1
    -17%	?	?	10µM*	-21%	20µM*	5.3%	11µM*
Cc1ccc(/C=C/C(=O)N2CC(C)CC(C)C2)o1 (stereo unspecified)
    1%	-4%	-7%	-21%[46.1 µM]	-3%	-18%	?	-3%
CN(C)S(=O)(=O)Nc1cccc(Br)c1
    -2%&7%	6%&4%	-14%&-9%	-6%	-1%&-2%	-3%&2%	0.1%&-1.4%	0%&-8%
CCOc1ccccc1CNC(CC)CO (stereo unspecified)
    6%	10%	6%	11%	-4%	-1%	-0.1%	-5%
Cc1ccc(OCCn2cc(/C=N/NC(=O)c3ccncc3)c3ccccc32)cc1
    2%	-20%	13µM*[quencher]	8%	-3%	7%	-1.8%	5%
CNC(=O)[C@@H]1C[C@H]1[C@@H](NC(=O)OCc1ccccc1)c1ccccc1
    1%&-6%	16%[2.36 µM]	-2%&-2%	12%	-1%&-1%	8%&2%	2.3%&1.0%	-1%&-5%
CCOc1nc(C)ccc1-c1noc(-c2ccncc2)n1
    2%	4%	2%	-12%[46.1 µM]	0%	-4%	-2.0%	7%
Cc1cccc(N2CCN(C(=O)C3CCN(Cc4nc(-c5ccc(Cl)cc5)oc4C)CC3)CC2)c1C
    ·	·	6%	·	1%	0%	-1.1%	6%
CCOC(=O)C1CCCCN1C(=O)CCc1c(C)nc2cc(-c3ccccc3)nn2c1C (stereo unspecified)
    -1%	-5%	-10%	-20%[46.1 µM]	1%	-3%	0.1%	6%
O=c1[nH]c(SCc2ccc(Cl)cc2)nc2c1CCC2
    7%	14%	5%	-12%[46.1 µM]	1%	4%	-0.4%	-5%
COC1=CC(=O)CC(C)C12Oc1c(Cl)c(OC)cc(OC)c1C2=O (stereo unspecified)
    1%&12%	9%	-17%&-1%	16%	1%&0%	-4%&-4%	4.8%&5.5%	9%&-4%

Taken from above.
Value of `C[C@H](CO)NC(=O)[C@H](C)[C@H]1C[C@]1(C)[C@H](NC(=O)OCc1ccccc1)c1ccccc1` under TRb SRC2 PPI: 5%&15%
Value of `COC1=CC(=O)CC(C)C12Oc1c(Cl)c(OC)cc(OC)c1C2=O` (stereo unspecified) under Tau fluor cs: -17%&-1%

Continuation.
Each structure is followed by: aGal spleen mod	CBFb-RUNX1 inh	Tau fluor cs	NPSR antag	TexasRed fluor	TRb SRC2 PPI	Epigenetic reg	Tau FP inhib
CCCn1c(=NC(=O)c2ccc3c(c2)OCO3)c(C#N)cc2c(=O)n3cccc(C)c3nc21
    0%	0%	6%	-1%[46.1 µM]	4%	-6%	?	-3%
O=C(NCc1ccncc1)c1cnccn1
    1%	3%	5%	-6%[46.1 µM]	-2%	3%	-1.1%	6%
C=CCNC(=O)CSc1nc2cc(C(=O)OCC)ccc2n1CC
    -1%	2%	-9%	-12%[46.1 µM]	-9%	-3%	3.1%	1%
Cn1c(CNc2nc(-c3ccccc3)cs2)nnc1SCC(=O)N1CCc2ccccc21
    -11%	-22%	-20%	-24%[46.1 µM]	-1%	-17%	-1.1%	0%
N#C/C(=C/c1cn(-c2ccccc2)nc1-c1cccc(S(=O)(=O)N2CCOCC2)c1)C(=O)NCc1ccco1
    1%	-3%	2%	-12%	-4%	-2%	0.2%	-6%
Cc1ccc(CSCC(=O)N2CCN(c3ccccc3)CC2)cc1
    -3%	13%	-12%	-50%	-6%	-3%	-4.1%	4%
O=c1c2ccccc2ncn1-c1ccccc1C(F)(F)F
    6%	6%	0%	-8%	3%	1%	1.1%	2%
CCc1ccccc1NC(=O)CC(O)(C(=O)OC)C(F)(F)F (stereo unspecified)
    0%	9%	-2%	6%[46.1 µM]	-1%	0%	0.3%	1%
CC(C)Oc1cccc(C(=O)C2CCCN(C(=O)c3ccoc3)C2)c1 (stereo unspecified)
    3%	2%	6%	24%	-7%	1%	3.2%	6%
CCc1cc(=O)oc2cc(OC(C)C(=O)O)c(Cl)cc12 (stereo unspecified)
    -2%	3%	4%	5%[46.1 µM]	-6%	-5%	-0.7%	3%
O=C(NC(=S)Nc1ccc2[nH]c(=O)[nH]c2c1)c1cncc(Br)c1
    6%	-2%	-15%	7%	0%	0%	-0.6%[10.1 µM]	-7%
O=C(COc1ccc(F)cc1)Nc1ccccc1C(=O)OCc1cc(=O)n2nc(C3CC3)sc2n1
    ·	·	-13%	·	-2%	3%	?	-2%
CC1CC(OCC(O)CN2CCOCC2)CC(C)(C)C1 (stereo unspecified)
    -2%	-1%	3%	21%	2%	-2%	-0.9%	-6%
COc1cccc(Cn2c(CNS(=O)(=O)c3ccc(C(C)(C)C)cc3)nc3cccnc32)c1
    ·	·	?	·	2%	-4%	0.0%	5%
